# Bioassay records deposited in PubChem BioAssay by SRMLSC.
# Ecoli WT growth: blocks growth of wild type E. coli BW25113. E. coli BW25113 growth inhibition, OD600. inhibition, % at 10 µM. 20,000 compounds, 0.05% hits; in the data active = inhibition above about 40%;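 note: bacteria exposed to compound for 20 hours at 37 °C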
#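 assay system = bacterial strain in a whole-cell growth screen | quantity = inoculum from a 1:1000 dilution of a 1.5 h subculture | buffer or medium = LB broth with 50 µg/mL kanamycin | compound dosing = one dose, 10 µM final | schedule = compound exposure of 20 h at 37 °C | technique = absorbance at 615 nm as a measure of bacterial growth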
# * marks the source's active call; other numbers are inactive results. Not all compounds are listed (hit frequency here may not be typical).
# Start of the data: the first 3 entries, ahead of the listing:
SMILES,Ecoli WT growth
CCn1c(=O)n(CC)c2cc(S(N)(=O)=O)c(C)cc21,-19
CC(C)(C)n1cnc2cc(NS(=O)(=O)c3ccccc3)ccc21,6
COc1ccc(CC(=O)Nc2ccc(S(=O)(=O)NCC3CCCO3)cc2)cc1 (configuration not stated),-12

# The whole of this part, previewed entries included:
SMILES,Ecoli WT growth
CCn1c(=O)n(CC)c2cc(S(N)(=O)=O)c(C)cc21,-19
CC(C)(C)n1cnc2cc(NS(=O)(=O)c3ccccc3)ccc21,6
COc1ccc(CC(=O)Nc2ccc(S(=O)(=O)NCC3CCCO3)cc2)cc1 (configuration not stated),-12
COc1ccc2cc(CN(CCO)C(=O)c3ccc(Br)cc3)c(=O)[nH]c2c1,1
CCN(CC)C(=O)COc1ccc2oc(C)c(C(=O)OC)c2c1,-19
O=C(C1CCN(c2nnc(-n3cccc3)s2)CC1)N1CCOCC1,10
COc1cc(-c2nnc(SCc3c(F)cccc3Cl)o2)cc(OC)c1OC,-2
CCC(c1c(C)n(C)n(-c2ccccc2)c1=O)c1c(C)n(C)n(-c2ccccc2)c1=O,-7
CCOC(=O)c1cccc(Nc2nc(C)cc(C)n2)c1,-14
O=S(=O)(NCc1ccc2c(c1)OCO2)c1cccc2nsnc12,-21
Cc1ccc(CN2C(=O)CCC2C(=O)NCCCN2CCCC(C)C2)cc1 (configuration not stated),0
O=C(O)Cc1ccccc1C(=O)O,-6
CC(=O)NC(CCS(C)(=O)=O)C(=O)Nc1cccc(C)c1 (configuration not stated),4
COc1ccc(-c2nc(N)n(C(C)=O)n2)cc1,0
CCOC(=O)C(CC)n1nc(C)n2c(cc3sccc32)c1=O (configuration not stated),4
COc1ccc(Cc2nn3c(-c4cc(OC)c(OC)c(OC)c4)nnc3s2)cc1,1
CC(=O)NCc1ccc(C(=O)CSc2nnc(-c3ccncc3)n2Cc2ccccc2)o1,-4
CC1CC(C)CN(c2oc(-c3ccccc3Cl)nc2C#N)C1 (configuration not stated),-3
CC(C)(C)OC(=O)NC(CCCCNC=O)C(=O)O (configuration not stated),-20
O=C(CS(=O)(=O)c1ccccc1)N1CCCCCC1,2
Cc1nc2cc(NC(=O)N(C)c3ccc4ccccc4c3)ccc2o1,-29
O=C(Nc1nc2ccccc2n1Cc1ccccc1)c1ccco1,-12
O=C(COc1ccc(S(=O)(=O)N2CCOCC2)cc1)NC1CCCC1,2
CN(C)CCCNC(=O)CCC1CCCCC1,-4
N#Cc1nc(-c2ccccc2Cl)oc1NCc1ccco1,1
Cc1cc(N2CCN(C)CC2)nc(N2CCOCC2)n1,-6
CC(C)OC(=O)CCCCCN1C(=O)CSC1=S,7
CCC(=O)Nc1cc(-c2nn(C)c(=O)c3ccccc23)ccc1OC,-20
O=C(O)CC(C(=O)OC1CCCCC1)N1CCOCC1 (configuration not stated),-21
CCSC1=NCN(CCCC(=O)O)CN1,4
O=C(c1ccc(Cl)cc1)N(Cc1cccs1)C1CCS(=O)(=O)C1 (configuration not stated),-5
CCN(CC)C(=O)c1ccc(NS(=O)(=O)c2ccccc2)cc1,1
CCOC(=O)c1ccc(Nc2nnc3nc(C)cc(C)n23)cc1,-14
CC(=O)Nc1ccccc1NC(=O)CC(C)(C)C,-8
COC(=O)c1cn(C(=O)c2cccs2)c2ccccc12,-15
COc1ccc(C2CC(c3ccc(OC)cc3)n3nc(N)nc3N2)cc1 (configuration not stated),8
CC(C)C(NC(=O)c1ccc(S(=O)(=O)N2CCOCC2)cc1)c1nc2ccccc2[nH]1 (configuration not stated),15
CCCCn1c(NCCN(C)C)nc2c1c(=O)[nH]c(=O)n2C,-23
CCOC(=O)c1c(C)oc2c1c1c(c3ccccc32)OCN(Cc2cccnc2)C1,4
CC(=O)C1=C(O)C(=O)N(c2ccc(C(=O)O)cc2)C1c1ccccc1 (configuration not stated),-1
CCC(C)NC(=O)CCNS(=O)(=O)c1ccc(Br)cc1 (configuration not stated),0
c1ccc(Cc2nnc3sc(Nc4ccccc4)nn23)cc1,3
CCCCN(CC)S(=O)(=O)c1ccc2c(c1)CCCN2C(C)=O,-4
CC(=O)C1=C(O)C(=O)N(Cc2cccnc2)C1c1ccc(Cl)cc1Cl (configuration not stated),-19
COCCN1C(=O)C(=O)/C(=C(/O)c2cccc(OC)c2)C1c1ccncc1 (configuration not stated),11
Cc1ccc(C(=O)NC2CCCc3ccccc32)o1 (configuration not stated),-19
O=C(O)CCC(=O)NC1CCCCC1NC(=O)CCC(=O)O (configuration not stated),4
Cc1ccc(NS(=O)(=O)c2ccc(NC(=O)c3ccc(Br)o3)cc2)c(C)c1,-4
CC(C)Nc1c(N)c(=O)oc2ccccc12,-18
CCCCN1C(=O)C(NC(C)=O)c2ccccc21 (configuration not stated),-3
CCCOc1ccccc1-c1nc2c([nH]1)c(=O)[nH]c(=O)n2C,4
COC(=O)C1=C(C)NC(=O)CC1c1cc(Br)ccc1F (configuration not stated),5
CC(C)(C)c1ccc(S(=O)(=O)NCC(=O)N2CCN(C(=O)c3ccco3)CC2)cc1,0
COc1cccc(N2CCN(Cc3nc(N)nc(Nc4ccccc4OC)n3)CC2)c1,17
COc1ccc(C)cc1NC(=O)c1nc2nc(C)cc(C)n2n1,-3
CN(C)C(CN1C(=O)C2CC=CCC2C1=O)c1cn(C)c2ccccc12 (configuration not stated),1
CCOC(=O)C1C(=O)NC(SCC(=O)OC)=C(C#N)C1c1ccccc1OCC (configuration not stated),-5
Cc1ccc(C2/C(=C(/O)c3cnn(-c4ccccc4)c3C)C(=O)C(=O)N2CCN2CCOCC2)o1 (configuration not stated),1
Cc1ccc(O)c(NC(=O)CCCC(=O)O)c1,-26
Cc1ccccc1-c1nc2ccccc2c(=O)n1C1CCS(=O)(=O)C1 (configuration not stated),0

# Other compounds:
SMILES,Ecoli WT growth
Cc1cc(C)cc(OCc2nnc(SCC(=O)c3ccc(Br)cc3)o2)c1,-14
CCc1ccccc1OCC(=O)Nc1ccc(S(N)(=O)=O)cc1,2
CS(=O)(=O)Nc1ccc(C(=O)NCc2ccccn2)cc1,-21
CC(=O)OC1CSc2nc3ccccc3n2C1 (configuration not stated),-4
CC(=O)c1cccc(NC(=O)Nc2ccc(C(=O)N3CCCC3)cc2)c1,-22
Cc1ccc(-c2nnn(CC(=O)O)n2)cc1,-21
CCOC(=O)c1c(-c2cccs2)csc1NC(=O)c1ccco1,1
COc1ccc(NC(=O)CN(c2cccc(F)c2)S(C)(=O)=O)cc1OC,-9
Cc1noc(C)c1COc1cccc(C(=O)Nc2ccc(C#N)cc2)c1,3
c1ccc(Cc2nn3c(COc4ccccc4)nnc3s2)cc1,-16
CCOC(=O)CCC(=O)c1c(C)oc2ccc(OC)cc12,0
CC(C)CCn1c(NCCc2ccccc2)nc2c1c(=O)n(C)c(=O)n2C,2
CN(Cc1ccccc1)S(=O)(=O)c1ccc2c(c1)n(C)c(=O)n2C,-16
Cc1cccc2cc(CN(Cc3nnnn3Cc3ccco3)C3CCCC3)c3nnnn3c12,-3
CCN(CC)C(=O)C1=C(C)NC(=O)NC1c1ccccc1F (configuration not stated),-1
CCOc1ccc2sc(NS(=O)(=O)c3ccc(OC)c(OC)c3)nc2c1,-16
N#CC1=C(N)SC(N)=C(C#N)C1c1ccc(C(F)(F)F)cc1,9
CCSc1ccccc1C(=O)NCCCn1ccnc1,-7
CCCOc1nc(N)c(C#N)c(-c2ccccc2F)c1C#N,-3
CCN(CC)CCNC(=O)C1CCN(S(=O)(=O)N2CCCCC2)CC1,0

# Given with bars between the fields: part of the list above
compound | Ecoli WT growth
CCOc1ccc2sc(NS(=O)(=O)c3ccc(OC)c(OC)c3)nc2c1 | -16
N#CC1=C(N)SC(N)=C(C#N)C1c1ccc(C(F)(F)F)cc1 | 9
CCSc1ccccc1C(=O)NCCCn1ccnc1 | -7

# Reprinted at random: 7 records from the list
SMILES,Ecoli WT growth
COCCN1C(=O)C(=O)/C(=C(/O)c2cccc(OC)c2)C1c1ccncc1 (configuration not stated),11
Cc1ccc(C(=O)NC2CCCc3ccccc32)o1 (configuration not stated),-19
CCSC1=NCN(CCCC(=O)O)CN1,4
CCN(CC)C(=O)C1=C(C)NC(=O)NC1c1ccccc1F (configuration not stated),-1
O=C(C1CCN(c2nnc(-n3cccc3)s2)CC1)N1CCOCC1,10
O=C(Nc1nc2ccccc2n1Cc1ccccc1)c1ccco1,-12
O=C(O)CCC(=O)NC1CCCCC1NC(=O)CCC(=O)O (configuration not stated),4

# (continued)
SMILES,Ecoli WT growth
Cc1ccc2cc(C#N)c(NCCCNC(=O)C3CCCO3)nc2c1 (configuration not stated),-2
C=C(C)Cn1c(CCNC(=O)CC)nc2ccccc21,-3
CCOC(=O)c1oc2ccccc2c1NC(=O)c1cccc(OC)c1OC,16
O=S(=O)(c1ccc(OCC(O)CN2CCc3ccccc3C2)cc1)N1CCOCC1 (configuration not stated),-4
CCOc1ccc(NCC(=O)Nc2ccc(C)cc2C)cc1,1
Cc1sc(NC(=O)CSc2nnc(COc3ccccc3)n2C)c(C#N)c1C,1
Cc1nc2ccccc2c(=O)n1/N=C/c1ccncc1,-2
CC(C)NS(=O)(=O)c1ccc(OCC(=O)Nc2ccc3c(c2)OCCO3)cc1,-17
COC(=O)c1ccc(CSc2nnc(-c3ccncc3)o2)o1,-3
Cc1nc(SCC(=O)c2c[nH]c3ccccc23)n[nH]1,-1
COc1ccccc1C(=O)N1CCN=C1c1ccccc1,-12
COc1cc(C(=S)N2CCC(C(N)=O)CC2)ccc1O,-14
Cc1ccc(S(=O)(=O)N(CC(=O)NCc2ccco2)Cc2ccccc2F)cc1,-3
Cc1c(NC(=O)CSc2nc(-c3ccco3)cc(C(F)(F)F)n2)c(=O)n(-c2ccccc2)n1C,-14
CC(=O)N1CCN(CC(O)COc2ccc(OCc3ccccc3)cc2)CC1 (configuration not stated),-19
CCN(CC)S(=O)(=O)c1ccc(NC(=O)C(OC)c2ccccc2)cc1 (configuration not stated),-12
Cc1ccc(-c2nn(-c3ccccc3)cc2CN(Cc2ccccc2)C(=O)CCC(=O)O)o1,8
O=C(Cn1c(=O)n(CC2CCCO2)c(=O)c2ccccc21)c1ccccc1 (configuration not stated),5
